# CFTR F508del cor: F508del CFTR correction, initial screen, CFBE line, single point; AID 720511, 2013; 0.36% of 350,000 active; activity (quench increase), % at 7.58 µM; CFBE cells, YFP halide quenching; stimulated with forskolin plus potentiator P3; % fluorescence drop versus neutral controls;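 active means mean added fluorescence quench of at least 8% versus neutral control, with both replicates also reaching 8%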;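 further: cells transiently co-express mutant CFTR-F508del with the halide-sensitive YFP; corrector assay measuring rescue of mutant channel to the surface after 24 h compound exposure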
# Xi reactivation: activators of inactive X chromosome reactivation, primary screen, imaging, XiGFP fibroblasts, GFP high-content imaging, set 2. 0.055% of 360,000 active. XiGFP mouse fibroblasts, % GFP-positive cells imaging, 3 d; cells co-treated with 5-aza-dC sensitizer; scaled so ellipticine positive control = 100%. activation, % at 7.58 µM. AID 743238, 2013;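 active means mean normalized replicate activation at least 10% and every replicate at or above 10%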;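 further: 0% = median of on-plate neutral control wells and 100% = ellipticine 6 µM median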
#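 material = 68-5-11 XiGFP fibroblast line | medium = DMEM plus 5-aza-dC sensitizer | schedule = 3 days compound exposure | benchmarks = positive control ellipticine, 6 µM final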
# ARNT-TACC3 inh: disruptors of ARNT/TACC3 protein interaction, primary screen, biochemical, AlphaScreen, single concentration; Transforming acidic coiled-coil-containing protein 3 (Homo sapiens), Q9Y6A5; AlphaScreen His-ARNT PAS-B/GST-TACC3 binding, luminescence; TACC3 fragment carries E629A point mutation; inhibition, % at 9.99 µM; 0.66% of 390,000 active;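 active means mean inhibition of replicates at least 50% and at least half of replicates each reaching 50%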;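 further: 0% = complete ARNT plus TACC3 wells and 100% = ARNT alone without TACC3; many hits fall short of the cut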
# ERAP1 inh: human ERAP1 aminopeptidase inhibitors, primary screen, biochemical, single point, plate reader. recombinant ERAP1, Leu-AMC fluorescence, 60 min. inhibition, % at 10.7 µM. 0.15% of 340,000 active;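 active means mean replicate inhibition of at least 30%, or all replicates individually reaching that 30% level; inactive means mean below 30% and not every replicate reaching it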;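 further: 0% = neutral control wells and 100% = L-leucinethiol positive control wells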
# INS-1E GSIS act: GLuc luminescence reporter in INS-1E cells, primary screen for activators of glucose-dependent secretion of insulin | 0.61% of 370,000 active | activation, % at 16.6 µM | INS-1E GLuc reporter insulin secretion, 2-3 h | AID 743287, 2014;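 active means lowest replicate activation of at least 40%, so every replicate reaches that level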;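 further: 0% = median of neutral control wells and 100% = median of IBMX positive control wells; some compounds called inactive have numbers as strong as hits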
# RAD54 branch: inhibitors of human RAD54 branch migration, primary screen, biochemical, fluorescence, single point; DNA repair and recombination protein RAD54-like (Homo sapiens), Q92698; RAD54 Holliday junction branch migration, FAM/BHQ fluorescence; inhibition, % at 10.4 µM; 0.14% of 360,000 active; AID 602329, 2012;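 active means mean normalized replicate activity at least 40 and at least half of replicates scoring 40 or more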;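 further: 0% = median of neutral control wells and 100% = median of positive control wells; inhibitors cause a drop in the FAM fluorescence signal; in these data hits start at about 50%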
# Target sequence (Q92698 whole entry, looked up): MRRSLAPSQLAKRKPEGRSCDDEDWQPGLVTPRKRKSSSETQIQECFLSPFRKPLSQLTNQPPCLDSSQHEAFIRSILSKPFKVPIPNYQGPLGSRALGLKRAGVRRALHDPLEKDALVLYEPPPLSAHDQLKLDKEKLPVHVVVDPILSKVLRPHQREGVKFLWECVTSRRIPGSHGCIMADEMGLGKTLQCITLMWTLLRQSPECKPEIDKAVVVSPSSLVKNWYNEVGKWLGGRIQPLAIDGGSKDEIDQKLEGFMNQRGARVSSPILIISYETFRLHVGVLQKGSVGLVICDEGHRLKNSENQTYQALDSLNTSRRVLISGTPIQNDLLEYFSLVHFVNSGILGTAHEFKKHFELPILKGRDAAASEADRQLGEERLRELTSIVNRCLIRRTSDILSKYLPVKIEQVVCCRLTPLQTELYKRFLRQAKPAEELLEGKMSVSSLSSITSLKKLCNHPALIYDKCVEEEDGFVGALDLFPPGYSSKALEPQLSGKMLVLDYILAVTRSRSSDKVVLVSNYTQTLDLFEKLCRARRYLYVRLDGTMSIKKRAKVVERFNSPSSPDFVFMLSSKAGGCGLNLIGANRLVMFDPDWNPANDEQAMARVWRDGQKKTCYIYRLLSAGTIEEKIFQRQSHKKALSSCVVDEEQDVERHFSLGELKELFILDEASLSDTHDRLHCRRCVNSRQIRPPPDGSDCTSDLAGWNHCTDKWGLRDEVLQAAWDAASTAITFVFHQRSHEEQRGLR
# RAD52 inh: RAD52 DNA annealing inhibitors, primary screen, biochemical, FRET, single point, set 2; DNA repair protein RAD52 homolog (Homo sapiens), P43351; recombinant RAD52 DNA annealing, FRET fluorescence; inhibition, % at 18.7 µM; 0.46% of 360,000 active; AID 651710, 2012;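 active means every replicate showing at least 50% inhibition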
# esBAF inh: Bmi1 luciferase reporter increase in mESCs, primary screen, esBAF inhibitor project, mouse ES cells, Bmi1 luciferase knock-in, single point; 24 h; 100% = twice the neutral-well signal; reporter increase, % at 12.5 µM; 2% of 350,000 active; AID 602393, 2012; in the data active means activation above about 40%;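 further: 0% = median of the plate's neutral control wells and 100% = double that signal; a rise in the Bmi1 reporter signal indicates esBAF inhibition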
# Numbers without * were called inactive; x = no result given; & = joins results of further samples.
mol	CFTR F508del cor	Xi reactivation	ARNT-TACC3 inh	ERAP1 inh	INS-1E GSIS act	RAD54 branch	RAD52 inh	esBAF inh
COc1ccc(Cl)cc1NC(=O)COC(=O)C1COc2ccccc2O1 (centres undefined)	0.1	-0.1	x	0	-4	x	-6	-2
O=C1C(c2ccccc2)=NCCN1C(c1ccc(F)cc1)c1nc2ccccc2[nH]1 (centres undefined)	-2.9	0.1	x	1	x	-5	-12	22
COC(=O)C(Cc1ccccc1)NC(=O)c1cc(=O)[nH]c2ccccc12 (centres undefined)	-2.8	0.0	-2	0	2	x	-16	x
CCCNC(=O)NC(=O)COc1ccc(-c2ccc(C#N)cc2)cc1	2.4	0.7	-7	-5	1	x	-20	x
O=c1c2cnn(-c3ccccc3)c2ncn1Cc1ccccc1F	4.1	0.0	-18	-2	-3	-11	-6	23
CCC(=O)Nc1ccc2c(c1)C(=O)N(C)[C@H]1CC[C@@H](CC(=O)NC3Cc4ccccc4C3)O[C@@H]1CO2	-0.2	0.0	-22	4	8	-11	-1	9
CCOC(=O)CSc1nc(C)c(Oc2ccc(Cl)cc2Cl)c(=O)[nH]1	1.3	0.2	-8	2	-7	-11	-32	-4
Cc1sc(NC(=O)CN2C(=O)NC3(CCCC3)C2=O)nc1-c1ccc(F)cc1	-1.1	0.2	4	0	-39	4	-9	0
O=C(C[C@H]1C=C[C@@H](NC(=O)NC2CCCCC2)[C@H](CO)O1)NCc1ccc(Cl)cc1	1.1	-0.3	-11	-5	x	-5	0	-3
COc1ccc(NC(=O)c2cccc(OC(=S)N3CCOCC3)c2)cc1	-0.2	0.2	-4	x	-8	-1	-1	14
Cc1ccc(S(=O)(=O)N2CCC(=O)N(C(COCc3cccc(Cl)c3)Cc3ccccc3)CC2)cc1 (centres undefined)	5.9	0.0	-10	x	-26	-10	x	8
C[C@@H]1CN([C@H](C)CO)C(=O)c2cccc(N(C)C)c2O[C@@H]1CN(C)C(=O)Nc1ccc(F)cc1	-2.7	0.2	-4	1	7	4	9	1
Cc1cc[n+](-c2[nH]c(=O)sc2/C=N/N=C(\[O-])CCn2c3ccccc3c3ccccc32)cc1	0.4	0.0	5	x	x	6	-43	x
O=C(CSc1nc2ccccc2c(=O)n1-c1ccc(F)c(Cl)c1)Nc1ccc2c(c1)CCC2	-5.3	0.1	x	x	10	-4	-7	5
O=C(NC1CCCCC1)C(c1cccnc1)N(C(=O)CCl)c1cccc(Cl)c1 (centres undefined)	2.3	0.1	23	7	6	10	46	13
COc1cccc(C2c3c(oc4ccccc4c3=O)C(=O)N2c2ccccn2)c1 (centres undefined)	2.5	0.0	x	-1	18	0	-8	3
Cc1ccc(CSc2n[nH]c(N)n2)cc1	-0.6	0.2	1	8	15	0	-24	23
CCCC#Cc1cnc2c(c1)C(=O)N([C@@H](C)CO)C[C@H](C)[C@@H](CN(C)C(=O)NCCC)O2	4.5	-0.3	-3	-2	-2	-2	9	-7
COc1ccccc1Cn1c(=S)[nH]c2ccccc2c1=O	-1.9	0.0	-11	-2	-3	3	3	-1
Cc1cc(C)c(OCC(=O)Nc2nc(-c3ccccn3)cs2)c(C)c1	4.2	0.3	x	-1	-5	3	-25	-2
CCOc1cc(S(=O)(=O)NCc2ccccc2)c(OCC)cc1-n1cnnn1	x	x	5	-6	25	-4	-12	7
C[C@@H]1CN([C@@H](C)CO)C(=O)c2cc(-c3cccc(F)c3)cnc2O[C@H]1CN(C)C(=O)c1cccc(F)c1	-0.9	-1.4	1	1	-9	2	7	2
OCC1OC(n2cnc3c(=S)nc[nH]c32)CC1O (centres undefined)	0.7	0.6	-8	3	14	-2	-11	-1
CCc1cc2cc(C)ccc2nc1SCC(=O)N1CC(=O)Nc2ccccc21	-2.1	0.2	x	-2	-1	2	-26	10
O=C(C[C@@H]1C=C[C@@H](NC(=O)Nc2ccc3c(c2)OCO3)[C@H](CO)O1)NCc1ccc(Cl)cc1	1.5	0.1	16	8	9	3	-2	-2
CCCCOc1ccc(CON(C(C)=O)C(C)=O)cc1Cl	0.3	-0.1	-9	-2	5	2	-7	x
CCOC(=O)N1CCN(Cc2nc(-c3ccc(OC)cc3)no2)CC1	-0.3	x	-12	0	-36	-6	-2	1
COC(=O)[C@@]12CCCCN1[C@H](c1ccc(-c3ccccc3)c(OC)c1)[C@H]1C(=O)N(C)C(=O)[C@H]12	-0.9	0.2	-1	-1	x	-8	-16	17
CC(C)N(C(=O)NC(=O)Nc1ccccn1)S(C)(=O)=O	0.6	0.2	x	-3	9	-14	-9	4
COc1ccccc1Cc1c(-c2cccc(Br)c2)nc2ccc(C)cn12	-1.5	0.2	x	x	1	x	-45	x
CCCc1c(C(=O)N/N=C/C=C/c2ccccc2)nnn1-c1nonc1N	1.4	-0.1	x	-1	12	6	-25	0
COc1ccc(CNC(=O)N[C@@H](Cc2c[nH]c3ccccc23)C(=O)O)cc1	1.5	0.3	15	4	-8	-1	-8	-6
COc1ccc(S(=O)(=O)N(C)C[C@H]2Oc3ccc(NS(=O)(=O)c4cccs4)cc3CC(=O)N([C@@H](C)CO)C[C@H]2C)cc1	-0.8	-0.4	-2	1	3	3	24	0
C[C@H](CO)N1C[C@H](C)[C@H](CN(C)C(=O)Nc2ccc(F)cc2)Oc2ccc(NS(=O)(=O)c3ccc(F)cc3)cc2C1=O	0.1	-1.2	-6	1	-15	4	8	-4
Cc1c(N=Cc2ccc[nH]2)c(=O)n(-c2ccccc2)n1C	-0.7	x	2	3	-3	-4	-12	-7
COc1ccc(NC(=O)N(C)C[C@H]2Oc3ccc(NC(=O)C4CC4)cc3CC(=O)N([C@H](C)CO)C[C@H]2C)cc1	-2.6	-0.1	x	x	6	-15	16	4
COCCNC(=O)C[C@@H]1CC[C@@H]2[C@H](COC[C@H](O)CN2Cc2cccc(-c3ccncc3)c2)O1	-0.7	0.5	-5	1	3	8	4	-10
COc1cccc(OC)c1-c1nn(-c2ncc(C(F)(F)F)cc2Cl)c(=O)o1	-2.5	0.0	-7	x	x	13	-3	-4
CCC(=O)N1[C@@H]2c3cccc(=O)n3C[C@H]1[C@H](CO)[C@H]2C(=O)NCc1ccccc1	-1.5	0.1	1	2	-3	2	7	-5
O=[N+]([O-])c1ccc(CN2CCN(c3ccccc3Cl)CC2)o1	-1.0	0.0	-1	5	11	3	-12	-3
CC(C)N(N=Nc1ccc([N+](=O)[O-])cc1)C(C)C	-0.5	0.0	x	15	-3	x	-10	x
COc1ccccc1S(=O)(=O)N1CC[C@@H]2[C@H](CO)Nc3ccc(-c4ccccc4F)cc3[C@@H]21	-1.1	0.1	-7	-2	-38	5	-25	6
O=[N+]([O-])c1ccc2c(c1Nc1ccccc1Cl)=NC1(CCCCC1)N=2	-0.1	0.1	x	0	-3	3	-16	x
c1ccc(Cc2noc(CN3CCC(CN4CCOCC4)CC3)n2)cc1	1.0	0.3	-4	-1	3	-1	-14	2
CC(=O)N1CCN(C(=O)c2ccc(C(=O)c3ccccc3)cc2)CC1	-3.9	0.4	-3	1	15	-9	-14	-8
Nc1cc(S(=O)(=O)Nc2ccc(Cl)cc2)ccc1N1CCOCC1	3.6	-0.2	9	x	-71	-8	-17	5
COc1ccc2c3c(n(C)c2c1)[C@@H](CO)N(C(=O)CN(C)C)CC31CCN(S(C)(=O)=O)CC1	-0.7	0.0	x	0	10	x	7	x
CC(=O)NC(=S)Nc1ccc2oc(=O)ccc2c1	3.8	0.0	-7	0	11	x	-9	x
Cc1ccc(S(=O)(=O)N2CCCN(C(=O)c3ccc(-n4cccn4)cc3)CC2)cc1	5.9	-0.1	-5	-2	7	-9	-21	2
COCCNC(=O)C[C@H]1CC[C@@H]2[C@@H](COc3ccc(NC(C)=O)cc3C(=O)N2C)O1	0.3	0.4	-1	x	1	6	x	2
CCn1nnnc1NC(=O)c1cc(OC)c(OC)c(OC)c1	-0.7	0.1	-3	-3	9	x	-22	x
Cc1ccccc1S(=O)(=O)N1C[C@@H](O)COC[C@@H]2O[C@@H](CC(=O)N3CCOCC3)CC[C@H]21	0.7	-0.1	1	-2	7	-1	9	1
Cc1nc(S/C(=C\c2ccc(-c3ccc(C(=O)O)c(Cl)c3)o2)C(=O)O)n[nH]1	-0.4	-0.1	11	-8	9	-32	-121	-8
CC(C)COC(=O)N(C)C[C@@H]1OCc2cn(nn2)CCCC(=O)N([C@H](C)CO)C[C@H]1C	3.9&2.0	-0.3	-1	-1	-6	1	-4	4&5
C[C@@H]1CN([C@@H](C)CO)C(=O)CCCn2cc(nn2)CO[C@H]1CN(C)S(=O)(=O)c1ccc2c(c1)OCCCO2	-1.0&-0.5	0.1&-0.2	-11	6&-3	0&-3	-7&-3	-7&-3	-1&0
COc1ccccc1CN(C)C(=O)COC(=O)c1cc(C)oc1C	-2.0	-0.1	12	0	0	-4	-2	x
Cc1ccc(S(=O)(=O)N2CCN(C)CC2)cc1	0.3	0.0	0	-4	11	-1	-11	-3
COc1ccc(CN2CCCC(CO)(Cc3ccc(F)cc3F)C2)cc1 (centres undefined)	0.0	0.1	-2	-2	-17	-6	-12	-5
COc1ccc(S(=O)(=O)N(C)C[C@@H]2Oc3c(NC(=O)c4nc5ccccc5s4)cccc3C(=O)N([C@H](C)CO)C[C@@H]2C)cc1	4.2	0.1	7	0	-1	2	-24	4
CC1=CCC2C(=O)N(c3cccc(C(=O)Nc4ccccc4Cl)c3)C(=O)C2C1 (centres undefined)	-2.1	0.0	-7	1	-5	-11	2	-3

# The list continues:
mol	CFTR F508del cor	Xi reactivation	ARNT-TACC3 inh	ERAP1 inh	INS-1E GSIS act	RAD54 branch	RAD52 inh	esBAF inh
COCC(=O)N(C)C[C@H]1Oc2cc(-c3ccc(C)cc3)ccc2S(=O)(=O)N([C@@H](C)CO)C[C@@H]1C	3.2	-0.3	1	0	-3	-8	-6	-6
Cc1ccc(S(=O)(=O)N(C)C[C@H]2OCCCC[C@H](C)Oc3ccc(NC(=O)Nc4ccc5c(c4)OCO5)cc3C(=O)N([C@@H](C)CO)C[C@@H]2C)cc1	-3.2	0.2	25	0	15	-1	-6	-4
Cc1cc(-c2ccc(C(C)C)c(S(=O)(=O)NCc3ccco3)c2)on1	0.7	0.0	0	-2	-15	x	-42	4
S=c1[nH]nc(Cc2c[nH]c3ccccc23)o1	x	x	-1	x	4	4	x	-3
Cc1ccc(S(=O)(=O)Nc2cccc3c2O[C@H](CN(C)C(=O)Nc2ccc(F)cc2)[C@@H](C)CN([C@@H](C)CO)C3=O)cc1	-4.4	0.0	-7	-1	-9	3	-4	1

# Arranged by value in INS-1E GSIS act (falling): some entries from above.
compound	CFTR F508del cor	ARNT-TACC3 inh	ERAP1 inh	INS-1E GSIS act	RAD52 inh	esBAF inh
Cc1ccc(S(=O)(=O)N(C)C[C@H]2OCCCC[C@H](C)Oc3ccc(NC(=O)Nc4ccc5c(c4)OCO5)cc3C(=O)N([C@@H](C)CO)C[C@@H]2C)cc1	-3.2	25	0	15	-6	-4
S=c1[nH]nc(Cc2c[nH]c3ccccc23)o1	x	-1	x	4	x	-3
Cc1cc(-c2ccc(C(C)C)c(S(=O)(=O)NCc3ccco3)c2)on1	0.7	0	-2	-15	-42	4

# High-throughput results: PubChem BioAssay, Broad Institute
